IkB signaling: inhibitors of IkB signaling in ABC-DLBCL cells; Potency, µM (titrated, usually from 57.1 µM), for inactives: top-dose IkBa stabilization activation; ABC-DLBCL IkBa-CBG/CBR dual luciferase ratio, 4 h; response scale: scaled: untreated 0%, proteasome inhibitor 100%; actives 0.04% (n = 110,000); active = well fitted curve in the direction sought with a large enough effect in the signal ratio, not every such curve was filed as active; inconclusive = small, poorly fitted or top-dose-only effect, or a change in a side signal; the % refers to the signal ratio;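 also: the direction sought is a rising ratio; 0% = basal untreated cells and 100% = reference inhibitor full response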
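Curves were fitted separately to fusion (green), unfused (red) and ratio luminescence, then classed by r2, magnitude and activity. Cells: OCI-Ly3, 4 h compound plus doxycycline at 37C; 10 uM MG-132 defined full response.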
p53ts 39C kill: cytotoxicity in p53ts cells at nonpermissive temperature. AID 902. Potency, µM (titrated, usually from 46.1 µM), for the others: top-dose activity change, negative = cell killing, most hits filed as cytotoxic. H1299-p53A138V viability at 39C, ATP luminescence, 24 h. actives 1.5% (n = 130,000); also: nearly all actives have a fitted effect of over 55% in size
Peg3 imprint: genomic imprint erasure induction. mouse ES Peg3-LacZ reporter, beta-gal luminescence, 40 h. actives 0.02% (n = 110,000). Potency, µM (highest dose often 60.7 µM), for inactives: at the highest dose activity change, positive = activation, hits mostly activators;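 also: 0% = negative control wells on the plate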
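Gelatin-coated wells received 300 freshly trypsinized female ES cells with a Peg3LacZ-Neo reporter on the maternal allele, then incubated 40 hours at 37C. BetaGlo was added for 5 minutes at room temperature before a single luminescence read.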
p53ts 32C tox: cytotoxicity in p53ts cells at permissive temperature; Potency, µM (series often up to 46.1 µM), inactives show at the highest dose activity change, negative = cytotoxicity, usual class: cytotoxic; H1299-p53A138V at 32C, ATP luminescence viability, 24 h; actives 0.93% (n = 130,000);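 also: 0% = DMSO and -100% = full killing by reference compound; nearly all actives have a fitted effect of over 55% in size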
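H1299-p53 A138V cells (temperature-sensitive p53) exposed 24 h to up to 46 uM compound at 32C, where p53 is wild-type in conformation. Viability read as ATP luminescence and normalised to DMSO and 100 uM tamoxifen. AC50 fitted with the Hill equation.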
The depositor's hits bear a star; ? = inconclusive; . = not tested or not shown; [ ] = another dose, or the depositor's remark. Unless noted, calls follow the shape of the dose curve; as a rule, active = well fitted curve in the direction sought with a large enough effect; inconclusive = small, poorly fitted or top-dose-only effect, or another doubt; inactive = no such curve, though single readings can be large; an effect the other way counts as inactive or inconclusive. Unless noted, % is scaled to controls: 0 for no effect and ±100 for the full control effect; potency is read from the fitted curve at half-maximal effect. Compounds as they come; any-hit rate near 1.7%.

Values run as follows: IkB signaling, p53ts 32C tox, Peg3 imprint, p53ts 39C kill
- CN1CCN(c2nc3c(c(=O)[nH]c(=O)n3C)n2CCSc2nc3ccccc3s2)CC1
    0.6%, 1.0%, 0.6%, -6.4%
- O[C@@H]1[C@@H]2c3cc4c(cc3CN3CCC(=C[C@@H]1O)[C@H]23)OCO4
    ?, -11.5%[20.6 µM], -35.5%[inhibitor][16.8 µM], -17.6%[20.6 µM]
- CCOc1ccccc1NC(=O)CSC1=Nc2ccccc2C2=NC(CC(=O)NC3CCCCC3)C(=O)N12 (configuration not stated)
    ?, 15.6%, 4.1%[10.9 µM], -4.5%
- Cc1ccc(C(=O)Nc2ccc(S(=O)(=O)N3CCc4ccccc43)cc2)o1
    ?, 8.6%, -14.6%, 7.8%
- Cc1onc(-c2c(Cl)cccc2Cl)c1C(=O)NCCCN1CCOCC1
    0.3%, 5.7%, -2.7%, 14.4%
- CC1CCN(c2nc3c(c(=O)n(C)c(=O)n3C)n2Cc2ccccc2)CC1
    ?, 19.9%, -6.9%, 10.9%
- COc1ccc(Cl)cc1C(=O)NCCS(=O)(=O)N1CCN(c2ccccc2OC)CC1
    -0.9%, 8.3%, -15.3%[10.9 µM], ?
- COCc1nnc(SCC(=O)Nc2cccc(Cl)c2C)n1-c1ccccc1
    -0.2%, 0.6%, -11.9%, 4.9%
- O=C(O)c1cc2cc(OCc3ccccc3)ccc2[nH]1
    0.7%, -14.9%, -54.2%[inhibitor], -17.9%
- Cc1cc(C(=O)N2CCN(c3ncccn3)CC2)cs1
    0.2%, -0.4%, 14.3%, 11.2%
- O=C(Nc1ccc(O)cc1)C1CC=CCC1 (configuration not stated)
    -9.2%, 18.8%, -3.7%, -7.4%
- Cc1nn(CC(=O)O)c(C)c1C
    3.3%, -4.2%, 7.2%, -16.6%
- CC(=NCCN1CCOCC1)C1=C(O)c2ccccc2C1=O
    -3.0%, 4.8%, -14.8%, 1.6%
- O=S1(=O)CCN(c2ccccc2CC(c2c[nH]c3ccccc23)c2c[nH]c3ccccc23)CC1
    2.3%[11.4 µM], 13.5%[9.22 µM], -11.9%[10.9 µM], -0.6%[9.22 µM]
- Cc1cccc(N2CCN(C(=O)C3CCN(S(=O)(=O)c4c(C)noc4C)CC3)CC2C)c1 (configuration not stated)
    ?, -1.1%, -3.2%[10.9 µM], 4.0%
- C[C@@H](CCC[C@@H]1SC[C@H]2NC(=O)N[C@H]12)C(=O)O
    -1.5%[11.4 µM], 3.0%[9.22 µM], 3.3%[10.9 µM], -0.1%[9.22 µM]
- Cc1ccc(-n2c(=O)c3sc4ccccc4c3n(CC(=O)NC3CCCC3)c2=O)cc1C
    2.8%, 4.3%, -10.4%[10.9 µM], -20.3%
- CCOC(=O)C1CCN(S(=O)(=O)Cc2ccc(Cl)cc2)CC1
    2.2%, 5.5%, -16.3%, -0.3%
- CCCc1cc(C(=O)Nc2nnc(C)s2)cs1
    ., ?, ., ?
- CCN(CC)CCOC(=O)c1ccc(NC(=O)c2nn(C)c3c2COc2ccccc2-3)cc1
    ?, 6.7%, -8.9%[10.9 µM], -22.4%
- CCNC(=O)c1sc(=S)n(CC)c1N
    1.9%, 4.1%, -11.8%, -4.3%
- N#CCCCSc1nnnn1-c1cccc(Cl)c1
    0.9%, -10.4%, 14.2%, 5.8%
- CCOC(=O)c1c(NC(=O)/C(C#N)=C/c2ccccc2)sc2c1CCC2
    -0.2%, 4.9%, -8.2%[10.9 µM], -18.3%
- CC1CN(C(=O)c2cccc(S(=O)(=O)N3CCOCC3)c2)CC(C)O1 (configuration not stated)
    0.1%, -3.7%, 20.6%, -0.4%
- COc1cccc(OCc2nnc(SC)n2C)c1
    0.7%, -10.5%, -18.3%, -9.7%
- CCc1ccc(CN2C(=O)c3ccccc3C2C(=O)NCCc2ccc(OC)c(OC)c2)cc1 (configuration not stated)
    -0.7%, -1.2%, -12.4%[10.9 µM], ?
- COc1ccc(OC)c(S(=O)(=O)NCCc2csc(-c3cccc(F)c3)n2)c1
    0.8%, -1.2%, -8.9%[10.9 µM], 7.4%
- O=C(NCCCN1CCN(c2ccccc2F)CC1)C1CCC(=O)N1C1CCCC1 (configuration not stated)
    0.8%, -5.5%, -12.3%, 12.5%
- Cc1cc(Cl)c(S(=O)(=O)Nc2ccccn2)cc1OCC(N)=O
    0.4%, -2.6%, -8.5%, 7.7%
- COc1cccc(Cn2c(=O)n(-c3cccc(Cl)c3)c(=O)c3c4c(sc32)CN(C(C)=O)CC4)c1
    7.0%, -7.1%, -5.7%[10.9 µM], -29.4%

For convenience, 4 of the compounds above:
Values run as follows: IkB signaling, p53ts 32C tox, Peg3 imprint, p53ts 39C kill
- O[C@@H]1[C@@H]2c3cc4c(cc3CN3CCC(=C[C@@H]1O)[C@H]23)OCO4
    ?, -11.5%[20.6 µM], -35.5%[inhibitor][16.8 µM], -17.6%[20.6 µM]
- CCOc1ccccc1NC(=O)CSC1=Nc2ccccc2C2=NC(CC(=O)NC3CCCCC3)C(=O)N12 (configuration not stated)
    ?, 15.6%, 4.1%[10.9 µM], -4.5%
- Cc1ccc(C(=O)Nc2ccc(S(=O)(=O)N3CCc4ccccc43)cc2)o1
    ?, 8.6%, -14.6%, 7.8%
- Cc1onc(-c2c(Cl)cccc2Cl)c1C(=O)NCCCN1CCOCC1
    0.3%, 5.7%, -2.7%, 14.4%

The list goes on.
Values run as follows: IkB signaling, p53ts 32C tox, Peg3 imprint, p53ts 39C kill
- CCN1CCN(c2ncc3c(n2)CCN(Cc2ccc(OC(C)C)cc2)C3)CC1
    0.9%, -10.3%, 24.3%[10.9 µM], -27.6%
- O=C(CSc1cn(CC(=O)N2CCCCC2)c2ccccc12)NCc1ccccc1Cl
    ?, -3.0%, -9.1%[10.9 µM], -17.1%
- COC(=O)c1c(-c2cccs2)csc1NC(=O)c1cccnc1
    ?, -7.2%, -16.8%, -15.0%
- CCOC(=O)c1[nH]c(C)c(CCC(=O)NCc2ccccc2Cl)c1C
    -1.7%, 3.4%, -10.0%[10.9 µM], -7.1%
- CCS(=O)(=O)c1ncc(Cl)c(C(=O)Nc2ccc(S(=O)(=O)N(C)c3ccccc3)cc2)n1
    ?, ?, -41.0%[inhibitor][10.9 µM], 3.16µM*
- COc1ccc(C(=O)Oc2ccc(C(C)=O)cc2)c(OC)c1
    -1.4%, -1.0%, -10.8%, -12.3%
- COc1cc(NC(=O)CCc2c(C)nc3c(-c4ccc(F)cc4)c(C)nn3c2C)cc(OC)c1OC
    -1.5%, -6.9%, -3.7%[10.9 µM], -5.1%
- Cc1ccc(-c2nnc(Nc3cccc(Br)c3)c3ccccc23)cc1S(=O)(=O)NCC1CCCO1 (configuration not stated)
    ?, 7.4%, -19.5%[10.9 µM], -21.4%
- CCNS(=O)(=O)c1ccc(C)cc1
    -2.2%, 9.9%[1.84 µM], -3.2%, 7.1%
- COc1cccc(CC(NC(C)=O)C(=O)NC2CCN(c3nc(C)cc(C)c3C#N)CC2)c1OC (configuration not stated)
    1.3%, 14.1%, -7.8%, 0.2%
- Cc1ccc(CSc2cn(CC(=O)N3CCCCCC3)c3ccccc23)cc1
    ?, -6.4%, -19.8%[10.9 µM], 1.2%
- COc1ccccc1N1CCN(C(=O)c2cc3cc(Br)ccc3oc2=O)CC1
    3.3%, 3.0%, -9.0%, 11.8%
- COc1ccc(Cl)cc1NC(=O)COC(=O)CCNC(C)=O
    -0.1%, -4.7%, -3.7%, 0.7%
- COc1ccc(NC(=O)Cn2ccn(-c3ccc(F)c(F)c3)c(=O)c2=O)cc1Cl
    ?, -23.7%, 5.3%[10.9 µM], -17.7%
- CCC1=C2CC[C@H]3C(=O)N(CC)C(=O)[C@H]3[C@H]2[C@@]2(Cc3ccccc3)C(=NCc3ccccc3)OC(=O)N2C1=O
    ., 4.4%, 3.5%, 0.1%
- CCOc1ccc(N2CC(NC(=O)c3cccs3)CC2=O)cc1 (configuration not stated)
    -1.3%, 17.0%, 8.0%[10.9 µM], 17.7%
- Cc1ccc(Cl)cc1N1CCN(C(=O)CN2C(=O)COc3ccc(S(=O)(=O)N4CCOCC4)cc32)CC1
    ?, -8.4%, -8.0%[10.9 µM], -15.8%
- COc1ccc(-n2c(=O)c(-c3cn(C)c4ccccc34)nc3cnc(OC)nc32)cc1
    -2.4%[11.4 µM], -9.5%, ., -11.2%
- CCOC(=O)N1CCN(C(=O)c2ccc3nc4cc(Cl)ccc4c(=O)n3c2)CC1
    -1.5%, -1.7%, -7.5%, -7.0%
- Cc1ccc2c(c1)N(CC(=O)NCCc1c[nH]c3ccccc13)C(=O)CO2
    1.1%, 12.6%, -9.2%, -3.4%
- Cc1ccc(C(=O)C(C(=O)/C=C/c2ccccc2)=C2SCCCS2)cc1
    ., 38.3%[activator], ., 93.4%[activator]
- COc1cc(/C=C(\C#N)C(N)=O)cc(CSc2nc3ccccc3s2)c1O
    0.0%, -26.8%, -12.8%, ?
- Cc1ccc(NC(=O)Cc2cn3ccsc3n2)nc1
    0.4%, -3.6%, -0.6%, 5.4%
- CCOC(=O)CN1C(=O)C(O)(CC(=O)c2cc(OC)ccc2OC)c2ccccc21 (configuration not stated)
    -4.9%, 5.7%, -10.1%[10.9 µM], 10.0%
- CCOc1ccc(S(=O)(=O)c2cn(CC)c3ccc(F)cc3c2=O)cc1
    -0.7%, -2.6%, -9.1%[10.9 µM], -17.3%
- CCN(CC)c1ccc(-c2nn3c(-c4ccccc4OC)nnc3s2)cc1
    ?, 19.5%, -34.5%[inhibitor], ?
- CC1(C)CC2CC(C)(CN2C(=O)c2cccs2)C1 (configuration not stated)
    -0.4%, 3.6%, -16.1%, 2.9%
- O=CNc1ccccc1Oc1ccccc1
    -2.8%, -10.0%, -7.3%, 4.4%
- O=C(CSc1ncnc2sc3c(c12)CCCC3)c1ccco1
    1.6%, -4.6%, -19.3%, -10.4%
- OCCN1CCN(c2ncnc3nc[nH]c23)CC1
    6.3%, 7.2%, -25.5%, -2.6%
- COc1ccc(S(=O)(=O)N(Cc2ccccc2)Cc2nc(-c3ccccc3)no2)cc1
    ?, 3.1%, -23.8%, -8.7%
- Cc1ccc(Oc2nc3c(c(=O)n(Cc4ccccc4Cl)c(=O)n3C)n2C)cc1C
    4.0%, -3.5%, -16.7%[10.9 µM], ?
- CCSc1ccccc1C(=O)Nc1ccc(-c2nc3ccccc3s2)c(O)c1
    -0.6%, -22.8%, -8.2%[10.9 µM], -7.3%
- COc1cc(NC(=O)CCc2c(C)nc3c4c(C)cc(C)nc4nn3c2C)cc(OC)c1
    -1.5%, 2.0%, 6.3%[10.9 µM], -5.1%
- COc1ccc(OC)c(NC(=O)c2cc(-c3ccc(C)cc3O)n[nH]2)c1
    ?, -2.5%, ?, 0.5%
- O=C(Oc1ccc2c(c1)OCO2)c1cc2c(s1)CCC2
    -0.1%, -9.4%, -29.9%, 6.0%
- COc1ccccc1NC(=O)C1=C(C)NC2=C(C(=O)CCC2)C1c1ccc(C)o1 (configuration not stated)
    1.2%, 2.9%, -1.6%, 2.6%
- CCCS(=O)(=O)N1CCC(C(=O)N2CCC(Cc3ccccc3)CC2)CC1
    -0.2%, -10.6%, -3.4%, -1.6%
- COc1ccc(N2CC(C(=O)Nc3ccc(NC(C)=O)cc3)CC2=O)cc1 (configuration not stated)
    0.8%, 12.3%, -9.8%[10.9 µM], 12.4%
- Cc1ccc(Cc2nc3ccccc3nc2SCC(=O)NCc2ccccc2Cl)cc1
    -1.3%, -9.3%, -12.8%[10.9 µM], -10.3%
- CCCC/C=C/C(NC(=O)c1cccs1)c1ccccc1 (configuration not stated)
    ., 9.1%, -12.7%, -10.8%
- O=C(C1CCCN(S(=O)(=O)c2cccs2)C1)N1CCN(c2cccc(Cl)c2)CC1 (configuration not stated)
    ?, 5.5%, -11.3%[10.9 µM], 10.5%
- CN1C(=O)c2ccccc2N(C)C1c1ccc2c(c1)OCO2 (configuration not stated)
    -0.1%, -1.2%, -10.7%, -1.5%
- CC(C)CC(OC(=O)c1ccco1)C(=O)NCC1CCCO1 (configuration not stated)
    -0.5%, 1.4%, 4.3%, -3.1%
- CC(=O)N1[C@H](Cc2ccccc2)C=C[C@]1(C)C(=O)NCc1ccccn1
    ., 7.2%, -14.0%, 0.9%
- CCOc1ccccc1CN(CCc1ccc2c(c1)OCO2)Cc1ccccn1
    4.0%, -18.9%, -19.2%, -15.6%

Bioassay records: PubChem, National Center for Advancing Translational Sciences (NCATS)
